Source: PubChem
HIF-2a block: HIF-2a reporter inhibitors, primary screen, luminescence, 786-0 RCC cells; AID 624352, 2012; 786-0 RCC cells HIF-2a reporter, luciferase luminescence, overnight; 360,000 tested, 0.72% active; inhibition, % at 18.8 µM;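 active = inhibition of the luminescence signal of 40% or more relative to plate controls, in a single-dose primary screen at 18.75 µM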
PDI turbidity: inhibitors of human PDI, primary screen, biochemical, turbidity, single point, plate reader; Protein disulfide-isomerase (Homo sapiens), P07237; inhibition, % at 10 µM; PDI insulin aggregation turbidity, A650, 90 min; 350,000 tested, 0.052% active;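 active = mean inhibition across replicates of 30% or more, whatever share of single replicates reach that level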;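 also: absorbance from insulin aggregation driven by PDI reduction with DTT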
Target sequence (P07237 whole entry, looked up): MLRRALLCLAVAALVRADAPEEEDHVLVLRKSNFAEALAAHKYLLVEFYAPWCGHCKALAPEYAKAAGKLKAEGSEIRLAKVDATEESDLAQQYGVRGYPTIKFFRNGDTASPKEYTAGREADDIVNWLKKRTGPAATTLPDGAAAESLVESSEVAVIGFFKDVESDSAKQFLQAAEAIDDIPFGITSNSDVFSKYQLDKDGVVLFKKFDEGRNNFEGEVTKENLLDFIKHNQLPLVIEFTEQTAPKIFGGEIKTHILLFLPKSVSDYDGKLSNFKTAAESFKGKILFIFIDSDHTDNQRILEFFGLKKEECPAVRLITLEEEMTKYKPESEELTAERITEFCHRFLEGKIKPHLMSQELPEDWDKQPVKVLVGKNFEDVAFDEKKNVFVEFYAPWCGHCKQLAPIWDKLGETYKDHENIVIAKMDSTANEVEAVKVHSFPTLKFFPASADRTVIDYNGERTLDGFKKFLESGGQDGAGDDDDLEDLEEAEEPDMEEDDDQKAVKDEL
CF NFkB inh: inhibitors of PAF-induced NF-kB signaling, primary screen, cell-based, GFP fluorescence, uHTS. KKLEB NF-kB-GFP reporter, GFP fluorescence overnight. inhibition, % at 5 µM. 360,000 tested, 0.86% active;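 active = at least 50% inhibition at 5 µM, scaled per plate between neutral and stimulator controls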;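 also: PAF is a Pseudomonas aeruginosa culture filtrate used as stimulus; plate controls were PAF-stimulated DMSO wells for no effect and unstimulated DMSO wells for full effect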
Shn3 3UTR inh: reduction of Shn3 3'UTR firefly luciferase signal, primary screen, Schnurri-3 inhibitor project, cell-based, Clone20 osteoblasts, set 2 | Clone20 osteoblast Shn3 3'UTR firefly luciferase, 24 h | inhibition, % at 12.5 µM | 360,000 tested, 0.52% active | AID 588674, 2011;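 active = mean inhibition of at least 75% with every replicate also reaching 75%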;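 also: 0% = median of neutral control wells and 100% = pilot-screen positive control compound; some compounds past the cut are filed as inactive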
CaV13 FRET inh: Primary screen for inhibitors of IQ motif and Ca2+-dependent inactivation inhibitor domain binding in CACNA1D, Förster resonance energy transfer in living cells, …; HEK cells, CFP/YFP FRET ICDI-IQ, plate reader, 10 min; percent FRET-ratio fall versus neutral wells; inhibition, % at 12.3 µM; 340,000 tested, 0.098% active; AID 743397;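 active = mean replicate inhibition of at least 30% and at least 1% of replicates passing that level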;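 also: 0% = median of the neutral control wells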
Vif inh: HIV Vif self-association inhibitors, primary screen, imaging, HEK293T, single point. inhibition, % at 7.49 µM. HEK293T cells, Vif self-association by quenched fluorescence, 24 h. AID 602346, 2012. 340,000 tested, 0.35% active; in the data active = inhibition above about 50%, passing the limit was not always enough; also: some results filed as inactive read as strong as hits
Peg3 promoter: Peg3 promoter-driven luciferase inhibitors, primary screen, cell-based, HeLa, luciferase luminescence; inhibition, % at 20 µM; 360,000 tested, 1.7% active; AID 588405, 2011; HeLa PEG-Prom luciferase reporter, overnight;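 active = inhibition of at least 50% at 20 µM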
NR2E3 ag-1: NR2E3 agonists in two-hybrid cells, primary screen, cell-based, luminescence, CHO-S, Gal4-NCOR/VP16-NR2E3 | Photoreceptor-specific nuclear receptor (Homo sapiens), Q9Y5X4 | luciferase | inhibition of corepressor binding, % at 3.98 µM | 360,000 tested, 0.35% active | AID 602229, 2012;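 active = inhibition above the mean of all tested compounds plus 3 SD, cut at about 70% in these data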;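 also: 0% = DMSO with NR2E3 transfected cells and 100% = cells lacking NR2E3 construct; higher means lower luciferase signal from less NR2E3 corepressor binding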
Target sequence (Q9Y5X4 whole entry, looked up, the tested form may be a part): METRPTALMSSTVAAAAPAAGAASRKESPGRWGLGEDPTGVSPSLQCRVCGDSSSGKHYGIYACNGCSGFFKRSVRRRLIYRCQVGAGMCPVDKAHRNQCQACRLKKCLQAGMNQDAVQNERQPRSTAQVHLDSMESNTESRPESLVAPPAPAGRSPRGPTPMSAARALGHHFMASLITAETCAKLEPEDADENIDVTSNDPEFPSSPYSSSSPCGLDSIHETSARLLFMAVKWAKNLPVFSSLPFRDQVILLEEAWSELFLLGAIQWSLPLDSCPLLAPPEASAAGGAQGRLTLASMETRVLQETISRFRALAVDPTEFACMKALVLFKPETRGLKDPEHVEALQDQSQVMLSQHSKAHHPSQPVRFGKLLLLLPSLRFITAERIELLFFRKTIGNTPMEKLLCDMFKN
KKLEB cytotox: cytotoxicity in KKLEB CF airway cells, primary screen, cytotoxicity control for CF NF-kB inhibitor project, cell-based, uHTS, fluorescence assay plates | 360,000 tested, 0.36% active | KKLEB CF airway cells viability, ATPlite luminescence, overnight; hits give low values; cells stimulated with P. aeruginosa culture filtrate | activity change (cytotoxicity), % at 5 µM;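 active = corrected activity change at or below -50% at 5 µM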
TRPM1 prom inh: inhibitors of MITF-dependent TRPM1 promoter reporter, primary screen, cell-based, SK-MEL-5, single point, luciferase; 330,000 tested, 0.83% active; SK-MEL-5 TRPM1 promoter luciferase, 24 h; inhibition, % at 12.5 µM; AID 488899, 2010;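 active = mean inhibition across replicates of 60% or more, whatever share of single replicates reaches that level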; also: values of inactives mirror those of a sister screen read the other way
NR2E3 ag-2: inhibitors of NR2E3-RetCOR corepressor binding, primary screen, NR2E3 agonist project, biochemical, TR-FRET, GST-NR2E3, biotin-RetCOR; AID 2300, 2010; 320,000 tested, 0.12% active; inhibition of corepressor binding, % at 4.78 µM; 1536-well; Photoreceptor-specific nuclear receptor (Homo sapiens), Q9Y5X4;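 active = percent inhibition above the cutoff of mean plus 3 SD of all tested compounds, set per screening campaign, cut at about 20% in these data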;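 also: 0% = DMSO wells and 100% = biotin wells as full block of FRET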
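Assay system: NR2E3–RetCOR corepressor complex. Quantity: 1.35 nM GST-NR2E3. Buffer or medium: pH 7.5 Tris-based buffer. Reagent: biotinylated RetCOR corepressor at 7 nM final. Schedule: 5 h at 4 °C. Detection: TR-FRET, emission read at 617 and 671 nm. Replicates: one well per compound, singlicate testing.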
* = called active by the depositor.

`O=c1c2cc(Br)ccc2nc2n1CCCCC2` gave HIF-2a block -108, PDI turbidity -9, CF NFkB inh -3, Shn3 3UTR inh -4, Vif inh 2, Peg3 promoter -98, NR2E3 ag-1 0, KKLEB cytotox 1, TRPM1 prom inh -24 and NR2E3 ag-2 4.
Screening O=C(/C=C/c1ccc(F)cc1)NC(Cc1c[nH]c2ccccc12)C(=O)O (stereo unspecified) returned HIF-2a block 8, PDI turbidity 8, CF NFkB inh -17, Shn3 3UTR inh -3, CaV13 FRET inh 0, Vif inh -20, Peg3 promoter 4, NR2E3 ag-1 13, KKLEB cytotox -5, TRPM1 prom inh 13 and NR2E3 ag-2 2.
Screening c1nnc(NC2=NCCC2)s1 returned HIF-2a block 18, PDI turbidity -12, CF NFkB inh 13, Shn3 3UTR inh -1, CaV13 FRET inh -5, Vif inh 28, Peg3 promoter 3, NR2E3 ag-1 15, KKLEB cytotox 4, TRPM1 prom inh -4 and NR2E3 ag-2 0.
CCc1ccccc1-n1c(-c2ccncc2)n[nH]c1=S was read as HIF-2a block 8, PDI turbidity 12, CF NFkB inh 0, Shn3 3UTR inh -7, CaV13 FRET inh -6, Peg3 promoter -4, NR2E3 ag-1 -6, KKLEB cytotox -6, TRPM1 prom inh 8 and NR2E3 ag-2 3.
`CC(C)[C@H](NC(=O)c1ccccc1Cl)C(=O)OCC(=O)N1CCCCC1` gave HIF-2a block -74, PDI turbidity 9, CF NFkB inh 25, Shn3 3UTR inh -2, CaV13 FRET inh -6, Vif inh 5, Peg3 promoter -78, NR2E3 ag-1 -5, KKLEB cytotox -1 and TRPM1 prom inh -17.
For Cc1ccc(/C=C/C(O)=C2/C(=O)N(C)C3(C)CC2c2ccccc2O3)cc1 (stereo unspecified) the results were HIF-2a block 83*, PDI turbidity 7, CF NFkB inh 15, Shn3 3UTR inh -8, Vif inh -1, Peg3 promoter 39, NR2E3 ag-1 -18, KKLEB cytotox -3, TRPM1 prom inh 11 and NR2E3 ag-2 4.
`O=C(NCCN1CCCCC1)c1ccc(=O)oc1` gave HIF-2a block 4, PDI turbidity 1, CF NFkB inh 2, Shn3 3UTR inh -4, CaV13 FRET inh -4, Vif inh -3, Peg3 promoter 9, NR2E3 ag-1 7, KKLEB cytotox 8, TRPM1 prom inh -1 and NR2E3 ag-2 1.
O=C(N1CCOCC1)C12CCC3CC(CC(C3)C1)C2 was read as HIF-2a block 5, PDI turbidity 10, CF NFkB inh -1, Shn3 3UTR inh 13, CaV13 FRET inh 0, Vif inh -1, Peg3 promoter -12, NR2E3 ag-1 -11, KKLEB cytotox 6, TRPM1 prom inh -5 and NR2E3 ag-2 -2.
Screening CCOc1ccc(Cn2c3ccc(OC)cc3c3nc4ccccc4nc32)cc1 returned HIF-2a block 18, PDI turbidity -26, CF NFkB inh 21, Shn3 3UTR inh -23, CaV13 FRET inh 3, Vif inh -1, Peg3 promoter 43, NR2E3 ag-1 -17, KKLEB cytotox -29, TRPM1 prom inh -5 and NR2E3 ag-2 3.
COc1cc(NS(=O)(=O)c2ccc(NC(=O)C3CCCO3)cc2)nc(OC)n1 (stereo unspecified) was read as HIF-2a block -12, PDI turbidity -2, CF NFkB inh 8, Shn3 3UTR inh -14, CaV13 FRET inh -9, Vif inh 15, Peg3 promoter 25, NR2E3 ag-1 -15, KKLEB cytotox -6, TRPM1 prom inh 0 and NR2E3 ag-2 -2.
`Cc1ccccc1-n1nnnc1SCC(C)C` gave HIF-2a block 5, PDI turbidity -2, CF NFkB inh 2, Shn3 3UTR inh -3, CaV13 FRET inh -6, Vif inh -4, Peg3 promoter 4, NR2E3 ag-1 -2, KKLEB cytotox 7, TRPM1 prom inh -3 and NR2E3 ag-2 1.
For CCCn1c(=O)c(C(=O)Nc2ccccc2C(=O)OCC)c(O)c2ccccc21 the results were HIF-2a block 14, PDI turbidity -1, CF NFkB inh -5, Shn3 3UTR inh 3, CaV13 FRET inh -7, Vif inh -18, Peg3 promoter 9, NR2E3 ag-1 -8, KKLEB cytotox -3, TRPM1 prom inh 20 and NR2E3 ag-2 -1.
O=C(Nc1ccccc1N1CCOCC1)c1cc2c(s1)CCCCC2 was read as HIF-2a block -223, PDI turbidity 2, CF NFkB inh -16, Shn3 3UTR inh -51, CaV13 FRET inh 2, Vif inh 8, Peg3 promoter -186, NR2E3 ag-1 -22, KKLEB cytotox -8, TRPM1 prom inh -55 and NR2E3 ag-2 1.
`O=C(Nc1nccs1)c1cc(-c2ccccc2)nc2ccccc12` gave HIF-2a block 21, PDI turbidity 3, CF NFkB inh -45, Shn3 3UTR inh 1, CaV13 FRET inh -2, Vif inh 0, Peg3 promoter 31, NR2E3 ag-1 -10, KKLEB cytotox -6, TRPM1 prom inh 5 and NR2E3 ag-2 6.
CC(C)Cn1c(CCCNC(=O)c2ccco2)nc2ccccc21 was read as HIF-2a block 12, PDI turbidity -5, CF NFkB inh 18, Shn3 3UTR inh 2, CaV13 FRET inh -3, Vif inh 0, Peg3 promoter 10, NR2E3 ag-1 -10, KKLEB cytotox -1, TRPM1 prom inh 2 and NR2E3 ag-2 -2.
Screening COc1cc(C2CC(=O)Nc3ccccc3S2)cc(OC)c1OC (stereo unspecified) returned HIF-2a block 11, PDI turbidity 2, CF NFkB inh -14, Shn3 3UTR inh 16, CaV13 FRET inh -8, Vif inh -7, Peg3 promoter 51*, NR2E3 ag-1 5, KKLEB cytotox -5, TRPM1 prom inh 8 and NR2E3 ag-2 1.
For Fc1ccc(COc2ccccc2-c2ccnc3ncnn23)cc1 the results were HIF-2a block -6, PDI turbidity -4, CF NFkB inh 11, Shn3 3UTR inh -8, CaV13 FRET inh -7, Vif inh 12, Peg3 promoter -22, NR2E3 ag-1 -28, KKLEB cytotox -11, TRPM1 prom inh 13 and NR2E3 ag-2 5.
For CCOC(=O)C1=CCN(S(=O)(=O)c2ccc(C)cc2)C1c1ccccc1F (stereo unspecified) the results were HIF-2a block 0, CF NFkB inh 4, Shn3 3UTR inh -6, CaV13 FRET inh -6, Peg3 promoter 19, NR2E3 ag-1 8 and KKLEB cytotox 1.
O=C(CC(c1ccccc1)c1ccccc1)NCCO was read as HIF-2a block 6, PDI turbidity -1, CF NFkB inh 5, Shn3 3UTR inh 9, Vif inh -3, Peg3 promoter 3, NR2E3 ag-1 -6, KKLEB cytotox 3, TRPM1 prom inh 1 and NR2E3 ag-2 -3.
Screening C=CCOc1ccccc1/C=N/n1nnnc1N returned HIF-2a block 10, PDI turbidity 20, CF NFkB inh 0, Shn3 3UTR inh 12, CaV13 FRET inh -20, Vif inh -3, Peg3 promoter 5, NR2E3 ag-1 -22, KKLEB cytotox -9, TRPM1 prom inh 14 and NR2E3 ag-2 0.
C/C(CC(=O)Nc1cc(Cl)ccc1Cl)=N\NC(=O)c1ccccc1Br was read as HIF-2a block 11, PDI turbidity 3, CF NFkB inh 5, Shn3 3UTR inh -4, CaV13 FRET inh 4, Vif inh 7, Peg3 promoter 15, NR2E3 ag-1 -8, KKLEB cytotox -9, TRPM1 prom inh -9 and NR2E3 ag-2 -1.
O=C(Nc1ccc(-c2noc(COc3ccccc3Cl)n2)cc1)c1ccco1 was read as HIF-2a block -204, PDI turbidity 2, CF NFkB inh -13, Shn3 3UTR inh -52, CaV13 FRET inh -4, Vif inh -22, Peg3 promoter -206, NR2E3 ag-1 -76, KKLEB cytotox 10, TRPM1 prom inh -18 and NR2E3 ag-2 -4.
For CC(=O)Nc1ccc(-c2ccnc3c2CC(C)(C(=O)Nc2ccc(Cl)cc2)O3)cc1 (stereo unspecified) the results were HIF-2a block 22, PDI turbidity 9, CF NFkB inh -41, Shn3 3UTR inh 23, CaV13 FRET inh -7, Vif inh -5, Peg3 promoter 24, NR2E3 ag-1 -10 and KKLEB cytotox 2.
For O=C(CSc1ccc2c(c1)OCCO2)Nc1cccc(S(=O)(=O)N2CCCCC2)c1 the results were HIF-2a block 18, PDI turbidity -1, CF NFkB inh 8, Shn3 3UTR inh -17, CaV13 FRET inh -4, Vif inh -5, Peg3 promoter -11, NR2E3 ag-1 6, KKLEB cytotox -8, TRPM1 prom inh 6 and NR2E3 ag-2 -4.
`COc1ccc(C(=O)Nc2c3c(nn2-c2ccc([N+](=O)[O-])cc2)CS(=O)(=O)C3)cc1` gave HIF-2a block 15, PDI turbidity 4, CF NFkB inh -4, Shn3 3UTR inh -8, CaV13 FRET inh -2, Vif inh -5, Peg3 promoter 2, NR2E3 ag-1 -39, KKLEB cytotox -1, TRPM1 prom inh 9 and NR2E3 ag-2 -3.
O=C1CCCC2=C1C(c1cccs1)n1nc(SCc3ccccc3)nc1N2 (stereo unspecified) was read as HIF-2a block 33, PDI turbidity 6, CF NFkB inh -3, Shn3 3UTR inh 24, CaV13 FRET inh -8, Vif inh -4, Peg3 promoter 19, NR2E3 ag-1 -6, KKLEB cytotox -8, TRPM1 prom inh 9 and NR2E3 ag-2 2.
O=C(Nc1ccccc1C(=O)NCC1CCCO1)c1ccccc1F (stereo unspecified) was read as HIF-2a block 12, PDI turbidity -11, CF NFkB inh -1, Shn3 3UTR inh -10, CaV13 FRET inh -4, Vif inh -1, Peg3 promoter 6, NR2E3 ag-1 -22, KKLEB cytotox -3, TRPM1 prom inh 12 and NR2E3 ag-2 -1.
Screening Cc1cc(OCCCN2CCN(Cc3ccccc3)CC2)ccc1[N+](=O)[O-] returned HIF-2a block 9, PDI turbidity -3, CF NFkB inh -3, Shn3 3UTR inh -17, CaV13 FRET inh -15, Vif inh -2, Peg3 promoter 18, NR2E3 ag-1 -24, KKLEB cytotox -13, TRPM1 prom inh -2 and NR2E3 ag-2 -2.
Screening Cc1nnc2sc(SCC(=O)Nc3nccs3)nn2c1=O returned HIF-2a block 7, PDI turbidity -4, CF NFkB inh 6, Shn3 3UTR inh -34, CaV13 FRET inh -10, Vif inh 6, Peg3 promoter -30, NR2E3 ag-1 -8, KKLEB cytotox 3, TRPM1 prom inh -9 and NR2E3 ag-2 0.
